VP16 counter = inhibits Gal4-VP16 luciferase reporter, ROR gamma counter-screen. Drosophila S2 Gal4-VP16 UAS-luciferase, luminescence, 20 h. Potency, µM (highest dose often 53.6 µM), for the others: at the highest dose activity, negative = inhibition, actives largely listed as inhibitors. actives 3.5% (n = 310,000);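 further: Gal4-VP16 expression switched on by copper sulfate through the metallothionein promoter; on the % scale 0 is the no-effect control and ±100 the full control effect; nearly all actives have a fitted effect of over 50% in size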
ELG1 genotoxic = inducers of genotoxicity in HEK293T ELG1-luciferase cells. HEK293T ELG1-luciferase reporter, luminescence, 16 h. Potency, µM (highest dose often 46 µM), inactives show top-dose activity change, positive = activation, most hits filed as activators. actives 1.3% (n = 330,000). AID 504466; further: % of control where 0% means no effect; nearly all actives have a fitted effect of over 60% in size
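Genotoxic stress is detected as increased luminescence from luciferase-tagged ELG1 in HEK293T cells, measured with ONE-Glo after a 16 hr treatment at 37 °C.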
uPA generation = inhibitors of cell surface uPA generation | cell surface uPA generation assay, qHTS | Potency, µM (highest dose often 38.3 µM), without a hit: at the highest dose activity change, negative = inhibition, hits mostly inhibitors | actives 0.31% (n = 330,000); active means well fitted inhibition curve with a large enough effect; inconclusive means small, poorly fitted or top-dose-only effect; inactive means no such curve, though single readings can be large or run the other way; tested in mouse RAW 264.7 cells; further: on the % scale 0 is the no-effect control and ±100 the full control effect; nearly all actives have a fitted effect of over 55% in size
Rab9 prom act = activates the Rab9 promoter; Potency, µM (top dose mostly 9.22 µM), for the others: at the highest dose activation, negative = inhibition, hits mostly activators; actives 2.8% (n = 320,000); Huh7 Rab9 promoter-luciferase reporter, luminescence, 24 h; further: % of control where 0% means no effect; nearly all actives have a fitted effect of over 60% in size
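Measured in stably transfected Huh7 cells bearing a Rab9 promoter–luciferase construct: 24 h compound treatment at 37 °C, followed by luminescence detection.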
MBNL1-CUG inh = inhibitors of human MBNL1 binding to CUG repeat RNA. Q9NR56. TR-FRET MBNL1-His/biotin-(CUG)12 binding, 665/545 ratio. Potency, µM (top dose mostly 57.5 µM), for the others: top-dose activity change, negative = inhibition, usual class: inhibitors. actives 0.036% (n = 280,000). AID 2675; active means well fitted inhibition curve with a large enough effect in the signal ratio, with a control signal flat, not every such curve was filed as active; inconclusive means small, poorly fitted or top-dose-only effect, or effect the other way, or a change in a side signal; inactive means no such curve, though single readings can be large or run the other way; the % refers to the signal ratio; further: on the % scale 0 is the no-effect control and ±100 the full control effect
Target sequence (Q9NR56 whole entry, looked up): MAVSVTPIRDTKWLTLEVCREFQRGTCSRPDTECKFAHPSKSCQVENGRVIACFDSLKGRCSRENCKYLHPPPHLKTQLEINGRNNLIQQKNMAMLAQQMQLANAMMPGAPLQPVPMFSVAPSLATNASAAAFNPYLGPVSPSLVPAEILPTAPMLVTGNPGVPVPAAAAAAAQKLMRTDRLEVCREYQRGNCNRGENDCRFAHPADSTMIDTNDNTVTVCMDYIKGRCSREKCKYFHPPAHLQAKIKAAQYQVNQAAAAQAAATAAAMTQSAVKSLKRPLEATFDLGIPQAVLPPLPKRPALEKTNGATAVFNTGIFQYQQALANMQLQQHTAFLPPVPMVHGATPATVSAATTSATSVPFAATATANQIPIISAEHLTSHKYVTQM
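Inhibition of protein-RNA binding appears as loss of TR-FRET between terbium anti-His antibody on MBNL1-His and streptavidin-XL665 on biotin-(CUG)12. Activity is normalized to buffer-only and uninhibited-complex controls.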
p53 reactivator = mutant p53 re-activation in reporter cells; H1299 p53-A138V BP100-luciferase reporter, luminescence, 24 h; Potency, µM (titrated, usually from 92.2 µM), inactives show at the top dose activity change, positive = activation, actives largely listed as activators; actives 0.063% (n = 320,000); further: % of control where 0% means no effect; nearly all actives have a fitted effect of over 45% in size
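p53-null H1299 cells stably carrying temperature-sensitive p53-A138V and a BP100-luciferase reporter were pinned with compounds (4-point, 1:5 series) and held 24 hrs at 37 deg C. Luminescence was read 10 min after detection reagent.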
RORg inh = ROR gamma (mouse) transcription inhibition; Potency, µM (top dose mostly 53.6 µM), inactives show at the top dose activity change, negative = inhibition, most hits filed as inhibitors; actives 5.4% (n = 310,000); Drosophila S2 Gal4-RORgamma UAS-luciferase reporter, 20 h; AID 2551; further: on the % scale 0 is the no-effect control and ±100 the full control effect; nearly all actives have a fitted effect of over 60% in size
Target sequence (P51450 whole entry, looked up, the tested form may be a part): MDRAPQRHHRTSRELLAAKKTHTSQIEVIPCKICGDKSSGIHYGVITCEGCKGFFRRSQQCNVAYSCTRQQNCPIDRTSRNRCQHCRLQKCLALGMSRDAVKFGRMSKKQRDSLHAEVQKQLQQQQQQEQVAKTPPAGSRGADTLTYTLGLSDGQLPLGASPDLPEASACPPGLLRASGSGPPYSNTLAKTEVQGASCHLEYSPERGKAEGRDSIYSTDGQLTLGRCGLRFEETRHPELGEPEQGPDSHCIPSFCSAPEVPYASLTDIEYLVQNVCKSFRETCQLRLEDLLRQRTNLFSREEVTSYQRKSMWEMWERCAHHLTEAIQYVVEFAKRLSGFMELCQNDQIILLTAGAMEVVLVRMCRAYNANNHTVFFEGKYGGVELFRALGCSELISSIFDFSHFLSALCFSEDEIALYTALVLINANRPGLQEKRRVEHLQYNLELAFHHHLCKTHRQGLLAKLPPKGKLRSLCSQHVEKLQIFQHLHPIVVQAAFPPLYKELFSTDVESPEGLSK
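Luminescence from a UAS-regulated Photinus luciferase reporter in stably transfected Drosophila Schneider cells is measured; decreased signal marks ROR gamma inhibition. Fusion expression is induced by 700 uM copper sulfate for 20 hr.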
CXXC DNA block = blocks binding of human MLL CXXC domain to DNA | MLL-CXXC / FITC-HOXA9 DNA fluorescence polarization | actives 0.037% (n = 290,000) | Potency, µM (series often up to 115 µM), inactives show top-dose activity change, negative = inhibition, most hits filed as inhibitors | AID 2662; active means well fitted inhibition curve with a large enough effect in the polarisation, with a control signal flat, not every such curve was filed as active; inconclusive means small, poorly fitted or top-dose-only effect, or effect the other way, or a change in a side signal; inactive means no such curve, though single readings can be large or run the other way; the % refers to the polarisation
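Purified MLL-CXXC (added from a 7 uM solution) was preincubated 5 min at ambient with pinned compounds in 50 mM Tris-HCl pH 7.5, 50 mM NaCl, 1 mM DTT, 0.05% BSA. Fluorescein-labeled HOX-A9 DNA (50 nM solution) followed, 30 min, then polarization read.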
NPC1 promoter act = NPC1 promoter activation. Huh7 NPC1 promoter luciferase reporter, 24 h. Potency, µM (top dose mostly 9.22 µM), for inactives: at the highest dose activation, most hits filed as activators. actives 2.4% (n = 320,000). AID 485313;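 further: % of control where 0% means no effect; nearly all actives have a fitted effect of over 60% in size; reporter is driven by a mutant NPC1 promoter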
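Stable NPC1-promoter luciferase Huh7 line; cpd (DMSO) 24 h, 37 °C, 5% CO2; Amplite luciferase reagent 10 min RT; luminescence readout. qHTS format.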
BRCA1 expr act = BRCA1 expression activation; MCF7-BRCA1-FFLuc reporter, luminescence, 48 h; response scale: scaled: vehicle 0%, 10 µM genistein 100%; actives 1.1% (n = 380,000); Potency, µM (titrated, usually from 46.1 µM), without a hit: at the top dose activation, usual class: activators; further: nearly all actives have a fitted effect of over 80% in size; some results filed as inactive show a strong effect at the top dose
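MCF7-BRCA1-FFLuc cells, 2000/well in phenol-red-free MEM, attached 2 h then treated 48 h at 37 C. Luciferase luminescence read 15 min after reagent; normalized to genistein maximum activation (10microM) and DMSO, concentration-response fitted.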
FLuc modulator = counter-screen for miR-21 project: firefly luciferase inhibitors or activators | P08659 | purified FLuc, Km substrates, luminescence inhibition | Potency, µM (series often up to 57.5 µM), for inactives: at the highest dose activity change, negative = inhibition, usual class: inhibitors | actives 6.9% (n = 360,000);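 further: plate controls were vehicle for no effect and reference inhibitor for full effect; nearly all actives have a fitted effect of over 55% in size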
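Biochemical qHTS of compounds, final roughly 60 µM downward over six points, against 10 nM purified firefly luciferase using Km concentrations of substrates (10 uM D-luciferin, 10 uM ATP) in Tris acetate pH 7.5 buffer; luminescence output.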
* marks the source's active call; other numbers are inactive results; u = inconclusive; x = not tested or not shown; [ ] = remark or other dose. Unless noted, the call rests on the fitted dose curve; in most records, active means well fitted curve in the direction sought with a large enough effect; inconclusive means small, poorly fitted or top-dose-only effect, or another doubt; inactive means no such curve, though single readings can be large; an effect the other way counts as inactive or inconclusive. Potency means the concentration at half of the fitted maximal effect.

SMILES	VP16 counter	ELG1 genotoxic	uPA generation	Rab9 prom act	MBNL1-CUG inh	p53 reactivator	RORg inh	CXXC DNA block	NPC1 promoter act	BRCA1 expr act	FLuc modulator
O=C(NCCC1CCCCN1S(=O)(=O)c1ccccc1)C(=O)NCc1ccccc1F (stereo not drawn)	x	-0.5%	-2.6%	-0.9%	x	-3.9%	x	x	-2.5%	-19.9%	3.9%
CCn1cc(C(=O)N2CC(C)CC(C)C2)c(=O)c2cc(S(=O)(=O)N(C)C)ccc21 (stereo not drawn)	3.8%	1.2%	9.6%	0.9%	4.9%	3.1%	2.0%	-4.7%	-3.0%	7.0%	2.1%
CS(=O)(=O)N(CC(=O)Nc1ccccc1Sc1ccccc1)c1cccc(Br)c1	u	-3.6%	7.4%	-3.5%	u	-3.9%	-23.0%	0.7%	-0.8%	-56.9%	-2.0%
Cc1cc(C(=O)N/N=C2\CC(=O)CC(C)(C)C2)c(C)n1-c1ccc(F)cc1	4.1%	-0.1%	4.7%	-4.4%	15.2%	-5.3%	-27.2%	6.5%	-1.2%	-24.1%	u
COc1ccc(CC(=O)NNC(=O)COc2ccc(Cl)cc2C)cc1S(=O)(=O)N1CCOCC1	x	-3.2%	-9.3%	-1.3%	x	-8.7%	x	x	-1.1%	-12.5%	0.1%
CCc1ccccc1N(CC(=O)NCc1ccco1)C(=O)CCC(=O)Nc1ccccn1	4.2%	-3.4%	-4.9%	3.6%	-1.9%	-3.2%	15.4%	1.5%	-6.4%	0.9%	-0.4%
CCC(=O)c1cn(CC(=O)O)c2ccccc12	2.1%	-2.7%	4.2%	-2.4%	4.0%	0.6%	-4.4%	u	0.5%	-31.1%	u
O=C(CSc1nnnn1-c1ccc2c(c1)OCCO2)c1cccc2c1OCCO2	-6.9%	10.0%	4.1%	-11.5%	49.8%[activator]	9.0%	-2.7%	4.3%	-5.5%	24.5%	u
Cc1noc(-c2ccccc2OC(=O)c2ccccc2)n1	0.6%	-1.4%	-1.5%	1.1%	13.7%	-0.9%	-22.5%	121.9%[activator]	3.4%	3.1%	0.7%
CCc1ccc(NC(=O)CSc2nc3[nH]ncc3c(=O)[nH]2)cc1	-6.7%	-0.5%	2.7%	-2.4%	-14.0%	-1.7%	-8.9%	-0.8%	-4.1%	-26.3%	u
O=S(=O)(Nc1ccc(O)c(Sc2nc3ccccc3s2)c1)c1ccc(Cl)cc1	1.7%	x	-4.7%	14.7%	-6.4%	x	2.9%	-20.5%	-2.9%	-41.3%	-1.7%
O=C(N(Cc1ccccc1)c1ccccn1)C12CC3CC(CC(C3)C1)C2	9.0%	-5.2%	1.8%	0.5%	-2.0%	3.9%	-26.1%	4.2%	0.3%	-15.2%	2.6%
Cc1cc(C)c(CN2CCC(n3nccc3NC(=O)C3CCOC3)CC2)cc1C (stereo not drawn)	1.9%	2.2%	-1.2%	3.2%	-4.7%	-1.0%	-14.9%	5.0%	-1.9%	-16.9%	2.8%
C=CCn1c(CCNC(=O)c2ccccc2F)nnc1SCC(=O)Nc1ccccc1F	0.9%	-0.9%	6.2%	-0.8%	7.2%	-9.2%	-7.5%	-0.3%	-2.7%	-1.3%	2.7%
O=C(CCNS(=O)(=O)c1cccs1)N1CCCCCC1	-15.9%	u	4.0%	u	-8.9%	13.2%	-18.7%	2.9%	u	u	u
CCCCOC(=O)Nc1cccc(Cl)c1C	18.4%	15.8%	x	0.2%	5.1%	20.3%	39.5%	-0.2%	4.3%	u	u
CCN(CC)C(=O)CCSc1nnc(-c2ccncc2)o1	-6.4%	-0.7%	1.4%	-3.7%	-4.2%	1.0%	3.7%	-0.1%	-1.7%	35.9%	6.0%
CCc1ccccc1N1C(=O)CC(N2CCc3ccccc32)C1=O (stereo not drawn)	1.8%	0.6%	0.1%	-1.9%	1.4%	-2.3%	-8.9%	6.7%	-2.6%	0.0%	-2.0%
CCOc1ccc(S(=O)(=O)N2CCN(C(=O)c3cccn3C)CC2)cc1	2.6%	-1.5%	-5.8%	0.5%	0.4%	-3.5%	27.8%	3.2%	-3.6%	-17.0%	0.3%
COC(/C=C/Nc1ccc(C)cc1)=C(C#N)C#N	-14.5%	0.1%	5.5%	4.2%	-0.4%	4.8%	5.1%	13.7%	-5.4%	-1.2%	-1.4%
CC(C)CCN(C(=O)C1CCCC1)c1c(N)n(Cc2ccccc2)c(=O)[nH]c1=O	x	1.4%	10.2%	-2.1%	x	u	x	x	-2.6%	-8.4%	1.1%
N#Cc1cccc(NS(=O)(=O)c2ccccc2Cl)c1	x	-1.9%	6.7%	-1.4%	x	11.5%	x	x	-5.0%	5.1%	1.4%
O=C(CCN1C(=O)c2ccccc2S1(=O)=O)N1CCN(c2ccccc2)CC1	0.3%	1.6%	0.9%	9.7%	-1.6%	9.4%	34.5%	-5.5%	-0.1%	3.1%	4.3%
CC(C)(C)C1CCC(C(=O)Nc2ccccc2)CC1 (stereo not drawn)	3.9%	-3.9%	0.8%	2.2%	-2.1%	8.0%	20.5%	-5.8%	-0.4%	0.2%	-19.1%
COc1cccc(Cn2cccc(NC(=O)Nc3ccc(C#N)cc3)c2=O)c1	-16.6%	-2.7%	-0.3%	-2.7%	-1.7%	1.6%	u	16.3%	-15.1%	-73.5%	u

The list continues.
SMILES	VP16 counter	ELG1 genotoxic	uPA generation	Rab9 prom act	MBNL1-CUG inh	p53 reactivator	RORg inh	CXXC DNA block	NPC1 promoter act	BRCA1 expr act	FLuc modulator
C[Si](C)(C)n1ccnc1	-1.7%	-2.2%	-13.8%	1.3%	-4.3%	6.0%	-0.2%	-0.3%	0.2%	-1.6%	-8.0%
O=C(/C=C/c1ccc([N+](=O)[O-])cc1)N1CCN(c2ccccc2F)CC1	-0.2%	10.7%	-5.0%	13.3%	7.0%	u	12.1%	-2.1%	2.1%	-0.2%	-9.9%
COC(=O)c1ccc(C2NC(=S)N(c3ccccc3)C(C)=C2C(=O)Nc2ccccc2OC)cc1 (stereo not drawn)	u	-4.8%	8.3%	0.2%	2.1%	-1.0%	10µM*	15.4%	-0.7%	-13.5%	0.4%
O=S(=O)(N/N=C\c1ccc2c(c1)OCO2)c1ccc(F)cc1	-7.2%	-4.6%	-0.2%	2.9%	10.5%	-3.1%	37.9%	1.5%	-0.2%	14.6%	-10.9%
CC(=O)C1=C(O)C(=O)N(c2cccc(Br)c2)C1c1ccccc1Cl (stereo not drawn)	-6.3%	-5.3%	1.9%	4.5%	16.2%	2.7%	26.2%	-6.1%	0.9%	-26.8%	-3.5%
COCCn1c(SCC(=O)NCc2ccc3c(c2)OCO3)nnc1-c1c[nH]c2ccccc12	-3.2%	-5.1%	-7.9%	0.7%	-1.4%	2.5%	8.5%	-12.7%	0.0%	-17.3%	1.8%
CCOc1cc(S(=O)(=O)NCCN2CCOCC2)c(C)cc1C	1.2%	3.0%	1.8%	0.7%	2.1%	-6.1%	7.4%	-4.9%	-3.1%	-11.1%	13.6%
CCCn1c(NC(=O)c2ccc(Cl)c(S(=O)(=O)N3CCCC3)c2)nc2ccccc21	3.55µM*	-3.9%	-10.4%	-5.6%	5.9%	u	1.58µM*	-15.1%	-9.1%	-80.4%	4.0%
O=C(NCc1ccco1)/C(=C/c1ccco1)NC(=O)c1ccco1	0.8%	6.4%	-3.4%	2.5%	9.2%	1.5%	-16.0%	-0.5%	-2.9%	-12.9%	1.5%
C[n+]1cnn2c1SCC1(COC1)C2	1.5%	0.8%	6.3%	1.0%	-6.9%	23.2%	0.2%	-1.9%	-3.9%	9.3%	0.2%
COc1cc(OC)cc(C(=O)NNC(=O)CCc2nc3ccccc3c(=O)[nH]2)c1	x	0.9%	-19.4%	-1.3%	x	-8.2%	x	x	-1.7%	-21.0%	2.2%
CCCCOc1cccc(C(=O)N(Cc2ccco2)C2CCS(=O)(=O)C2)c1 (stereo not drawn)	3.0%	-11.7%	x	3.3%	-5.0%	-1.4%	34.9%	8.4%	-5.4%	-37.1%	1.5%

Full records from above.
C=CCn1c(CCNC(=O)c2ccccc2F)nnc1SCC(=O)Nc1ccccc1F is entered as VP16 counter: 0.9%; ELG1 genotoxic: -0.9%; uPA generation: 6.2%; Rab9 prom act: -0.8%; MBNL1-CUG inh: 7.2%; p53 reactivator: -9.2%; RORg inh: -7.5%; CXXC DNA block: -0.3%; NPC1 promoter act: -2.7%; BRCA1 expr act: -1.3%; FLuc modulator: 2.7%
N#Cc1cccc(NS(=O)(=O)c2ccccc2Cl)c1 is entered as VP16 counter: x; ELG1 genotoxic: -1.9%; uPA generation: 6.7%; Rab9 prom act: -1.4%; MBNL1-CUG inh: x; p53 reactivator: 11.5%; RORg inh: x; CXXC DNA block: x; NPC1 promoter act: -5.0%; BRCA1 expr act: 5.1%; FLuc modulator: 1.4%

Source: PubChem (National Center for Advancing Translational Sciences (NCATS))

The list is partial; count on the stated rates, not on these rows.
